UBC13 polyUb: UBC13 polyubiquitin chain formation inhibitors, primary screen, biochemical, TR-FRET, uHTS; Ubiquitin-conjugating enzyme E2 N (Homo sapiens), P61088; inhibition, % at 20 µM; actives 0.47% (n = 330,000); AID 485273, 2010; in the data active = inhibition above about 45%, passing the limit was not always enough
Jurkat NFkB inh: inhibitors of induced NF-kB luciferase reporter, primary screen, TCR NF-kB activation inhibitor project, cell-based, luminescence, uHTS; Jurkat, PMA/ionomycin-induced NF-kB luciferase reporter; inhibition, % at 4 µM; actives 0.53% (n = 330,000); AID 435003, 2010
SENP8 inh: SENP8 protease inhibitors, primary screen, biochemical, luminescence; Sentrin-specific protease 8 (Homo sapiens), Q96LD8; purified SENP8, Z-RLRGG-aminoluciferin cleavage; inhibition, % at 10 µM; actives 1.2% (n = 330,000)
Target sequence (Q96LD8 whole entry, looked up): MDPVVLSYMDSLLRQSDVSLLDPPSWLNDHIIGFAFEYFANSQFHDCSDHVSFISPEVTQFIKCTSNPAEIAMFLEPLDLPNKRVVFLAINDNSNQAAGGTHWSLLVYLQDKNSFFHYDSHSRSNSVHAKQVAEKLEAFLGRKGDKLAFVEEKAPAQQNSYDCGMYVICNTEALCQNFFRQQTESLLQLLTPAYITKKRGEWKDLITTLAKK
CCR6 antagonist: CCR6 receptor antagonists, primary screen, cell-based, CHO-K1, luminescence, beta-arrestin, uHTS; C-C chemokine receptor type 6 (Homo sapiens), P51684; CHO-K1 CCR6 PathHunter beta-arrestin, CCL20-stimulated; inhibition, % at 20 µM; actives 0.49% (n = 340,000);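 active = compounds whose inhibition of the agonist-driven luminescence signal at 20 µM reaches about 50%, limit read from the data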;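 also: cells stimulated with CCL20 at 14 nM final; plate controls were DMSO with CCL20 for no effect and DMSO without agonist for full effect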
Target sequence (P51684 whole entry, looked up): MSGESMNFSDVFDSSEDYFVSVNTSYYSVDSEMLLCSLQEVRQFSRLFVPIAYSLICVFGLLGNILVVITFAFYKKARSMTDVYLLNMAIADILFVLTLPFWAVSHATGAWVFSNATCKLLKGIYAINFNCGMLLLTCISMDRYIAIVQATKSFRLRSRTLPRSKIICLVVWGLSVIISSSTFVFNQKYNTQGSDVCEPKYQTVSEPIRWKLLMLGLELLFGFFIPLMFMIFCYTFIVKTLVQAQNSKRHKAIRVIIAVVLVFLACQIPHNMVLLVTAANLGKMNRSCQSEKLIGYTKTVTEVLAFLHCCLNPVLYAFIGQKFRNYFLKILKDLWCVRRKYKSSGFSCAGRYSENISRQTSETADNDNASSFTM
Gli-Sufu block: Gli-Sufu pathway antagonists, primary screen, luciferase luminescence, Sufu-KO-LIGHT cells, uHTS; Sufu-KO-LIGHT fibroblasts, Gli luciferase reporter luminescence; inhibition, % at 5 µM; actives 0.74% (n = 340,000);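 active = inhibition above about 55%, limit read from the data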;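 also: 0% = DMSO-treated cells and 100% = wells with medium but no cells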
Apaf1 inhib: inhibitors of human Apaf-1 apoptosome, primary screen, biochemical, DEVD-Rh110 fluorescence, uHTS; Apoptotic protease-activating factor 1 (Homo sapiens), O14727; reconstituted apoptosome caspase-3 activity; inhibition, % at 20 µM; actives 0.71% (n = 330,000); AID 489030, 2010; active = inhibition of at least 40% at 20 µM;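 also: plate controls were DMSO wells for no effect and DEVD-CHO caspase inhibitor wells for full effect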
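Medium: Hepes buffer, pH 7.5 / System: biochemical Apaf-1 apoptosome reconstitution / Measured by: Rh110 fluorescence, excitation 480 nm, emission 540 nm / Times: compound with Apaf-1, dATP, procaspase-3 30 min, then 50 min reaction, room temperature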
EBI2 block: EBI2 receptor antagonists, beta-arrestin recruitment, primary screen, cell-based, luminescence, 7a,25-OHC stimulation, uHTS | inhibition, % at 5 µM | G-protein coupled receptor 183 (Homo sapiens), P32249 | actives 0.81% (n = 360,000) | 7a,25-OHC stimulated | AID 651636, 2012; in the data active = inhibition above about 38%;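 also: enzyme fragment complementation signal reports receptor beta-arrestin coupling in cells; 0% = agonist plus DMSO wells and 100% = wells without agonist; some results beyond the cut were filed as inactive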
Target sequence (P32249 whole entry, looked up, the tested form may be a part): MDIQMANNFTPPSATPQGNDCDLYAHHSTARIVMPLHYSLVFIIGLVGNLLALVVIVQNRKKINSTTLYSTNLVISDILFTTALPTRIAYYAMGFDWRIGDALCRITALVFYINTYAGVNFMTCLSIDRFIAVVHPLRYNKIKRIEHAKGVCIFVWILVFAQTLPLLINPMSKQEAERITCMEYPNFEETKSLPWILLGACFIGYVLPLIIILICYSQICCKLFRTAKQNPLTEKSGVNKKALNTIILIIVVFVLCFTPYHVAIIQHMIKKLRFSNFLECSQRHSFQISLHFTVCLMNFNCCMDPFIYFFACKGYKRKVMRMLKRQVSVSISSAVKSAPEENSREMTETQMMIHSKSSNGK
697 NFkB inh: inhibitors of PMA/ionomycin-induced NF-kB reporter, 697 cells, primary screen, B-cell NF-kB inhibitor project, cell-based, luminescence, uHTS; AID 435022, 2010; actives 0.33% (n = 330,000); 697 B-cell NF-kB luciferase reporter, 16 h; inhibition, % at 4 µM; in the data active = inhibition above about 35%
The depositor's hits bear a star; / = no result given. Rule as the data show it, unless noted: active = inhibition above about 50%; inactive = the rest. Not all compounds are listed; count on the stated rates, not on these rows.

SMILES | UBC13 polyUb | Jurkat NFkB inh | SENP8 inh | CCR6 antagonist | Gli-Sufu block | Apaf1 inhib | EBI2 block | 697 NFkB inh
Cn1c(=O)c2c(nc(NCCOc3ccc(C(C)(C)C)cc3)n2C)n(C)c1=O | 0 | 35 | 1 | 13 | 64* | 0 | -7 | -28
CCCNC(=O)OC[C@H]1O[C@H](CCO/N=C/C[C@@H]2C=C[C@H](OC(C)=O)[C@@H](COC(C)=O)O2)C=C[C@@H]1Oc1ccc(OC)cc1 | 14 | 7 | 6 | / | / | 5 | / | -11
O=c1c2[nH]c3ccc(F)cc3c2ncn1CCC1=CCCCC1 | 20 | -59 | -3 | 1 | -45 | -19 | 5 | -41
CON(c1nc(Cl)nc(N(C)C)n1)S(=O)(=O)c1ccc(C)cc1 | 7 | 0 | 0 | 11 | -21 | 7 | 5 | 22
Cc1ccc(C(=O)NCc2ccco2)o1 | 7 | 3 | -2 | 4 | 1 | -12 | -4 | 8
C/C(O)=C/c1nc2ccccc2[nH]c1=O | 16 | -7 | -4 | 12 | -9 | -3 | -7 | 3
CCC(C)(C)C1CCC2(CC1)NC(=O)N(CC(=O)NC(C)CCc1ccccc1)C2=O (stereo not drawn) | 3 | 2 | -11 | 13 | 6 | 24 | 6 | -18
CC1(C)Cc2ccccc2C(NNC(=O)c2ccccn2)=N1 | -22 | 6 | -11 | 28 | 0 | -4 | -3 | 16
Cc1cccc(N2CCN(C(=O)CS(=O)(=O)Cc3nc(-c4ccccc4F)oc3C)CC2C)c1 (stereo not drawn) | 9 | 9 | -9 | 9 | -1 | 32 | -4 | -19
Cc1ncc(N=Nc2ccc(F)cc2)c(-c2ccc(Cl)cc2)n1 | -6 | 6 | -5 | -10 | 2 | -3 | 2 | 6
Cc1ccc(NC2=NC(c3ccc(C)cc3)n3c(nc(C)cc3=O)N2)cc1 (stereo not drawn) | -14 | 9 | 2 | 4 | -3 | 24 | -4 | 9
CC(=O)Nc1ccc(NC(=O)Cn2c(=O)n(-c3ccc(C)cc3)c(=O)c3oc4ccccc4c32)cc1 | -2 | -1 | -1 | 12 | 6 | -15 | 2 | 8
Cc1c(C(=O)Nc2ccc(S(=O)(=O)N(C)C3CCN(C)CC3)cc2)oc2c(Cl)cccc12 | 26 | -4 | -5 | -7 | 21 | -26 | 0 | -16
CC1(C)CC2(CCO1)OC(=O)CC2C(=O)NCCc1ccccc1 (stereo not drawn) | -2 | 3 | -1 | -5 | -24 | 3 | 0 | 9
COc1ccccc1CNC(=O)CSc1nn2c(=O)c(C(C)(C)C)nnc2s1 | -4 | 2 | 7 | 4 | 0 | 11 | 9 | -12
CN(C(=O)c1ccc(S(=O)(=O)N2CCOCC2)cc1)C1CCS(=O)(=O)C1 (stereo not drawn) | 0 | 17 | 5 | -2 | -5 | -5 | -6 | 25
Cc1csc(NC(=O)c2cccc([N+](=O)[O-])c2C(=O)O)n1 | -5 | -12 | -9 | 14 | 26 | -1 | -6 | -5
O=c1cc(N2CCOCC2)[nH]c(=O)n1-c1ccc(Cl)cc1 | -5 | -10 | -9 | 7 | -12 | 10 | 3 | -9
CCCc1[nH]nc2c1C(c1ccc(OCCN3CCOCC3)c(OC)c1)C(C#N)=C(N)O2 (stereo not drawn) | -1 | 2 | 0 | 2 | 3 | 7 | -11 | -53
CCOC(=O)C(=CNc1cc(C)ccc1-n1cccc1)C(=O)OCC | 6 | -3 | -1 | -14 | -15 | 16 | -34 | 0
O=C(Cn1ncc2c(=O)oc3ccccc3c21)NCCC1=CCCCC1 | -9 | -19 | -8 | 9 | 10 | 5 | 0 | -3
CC(C)(C)Nc1nc(Oc2ccc(=O)n(-c3ccccc3)n2)nc(N2CCOCC2)n1 | -4 | -5 | 8 | -12 | 28 | 4 | 1 | -29
Cc1ccc(C(CNC(=O)C(=O)Nc2ccc3c(c2)OCCO3)N2CCN(C)CC2)cc1 (stereo not drawn) | 8 | -6 | -3 | 0 | 25 | 1 | -2 | -11
COc1ccc(C2CC(c3cccs3)=NN2C(=O)CSc2nc(=O)n3cc(C)ccc3n2)cc1 (stereo not drawn) | -12 | -23 | 0 | 17 | -3 | 21 | 43 | -56
CCc1c(C)c2c(C)[nH]nc2oc1=O | 33 | -2 | -4 | -12 | 4 | -6 | -11 | 25
Cc1ccc(C(=O)NCCc2csc(C)n2)cc1 | 2 | -47 | 5 | -1 | -4 | 0 | 3 | -47
COc1cccc(/C=C2\SC(=S)N(C(Cc3ccccc3)C(=O)O)C2=O)c1 (stereo not drawn) | -6 | 18 | 3 | 6 | -7 | 5 | -12 | -3
Cc1cc(C(F)(F)F)nc(CCNCc2c(C(=O)N3CCCC3)nc3ccccn23)n1 | 1 | 3 | 4 | -2 | 16 | -5 | 6 | -2
CCOC(=O)CC1COCCN1C(=O)CCc1nnc(-c2ccsc2)o1 (stereo not drawn) | 5 | -7 | 0 | 0 | -3 | -8 | -21 | -5
Cc1ncc2c(n1)-c1cc(F)ccc1SC2 | 1 | -4 | -10 | -5 | -2 | 11 | -8 | -11
CC1C(=O)Nc2ccccc2N1C(=O)c1ccc(Cl)cc1 (stereo not drawn) | 0 | 13 | -15 | 6 | 2 | 9 | -10 | 0
CCCN(CC1CC1)C(=O)Nc1ccccc1C | 3 | -1 | -1 | -6 | 7 | -4 | 1 | 5
COCCn1c(C)cc(C(=O)COC(=O)c2cncc(Br)c2)c1C | -18 | -20 | 5 | 3 | -4 | -3 | -6 | -32
COc1ccc(N2CCN(S(=O)(=O)CCNC(=O)/C=C/c3ccccc3)CC2)cc1 | -5 | 3 | 1 | -4 | -8 | 3 | 13 | 7
Cn1c(-c2ccc(Br)cc2)cnc1NCc1ccc(C#N)cc1 | -2 | 0 | -5 | 37 | 43 | 12 | 19 | -6
COc1ccc(CCNC(=O)C2CCCN(S(=O)(=O)c3cccc4nonc34)C2)cc1OC (stereo not drawn) | 0 | 4 | -7 | -2 | -4 | -6 | 1 | 3
CCCc1nnc(NC(=O)CCC(=O)NC2CCCC2)s1 | -8 | -6 | -5 | 0 | -5 | -2 | 0 | -21
CCCN1CCN(C(=O)CCCNC(=O)c2ccc(Cl)cc2)CC1 | -7 | -32 | 0 | 6 | 26 | 2 | 1 | -3
O=C(COC(=O)[C@@H]1CCCN1S(=O)(=O)c1ccc(Cl)cc1)NCC(F)(F)F | -10 | -13 | -5 | -4 | -8 | -3 | -1 | 8
COc1ccnc(Oc2ccc(Cl)cc2)c1C#N | 8 | 10 | 13 | 10 | 8 | 5 | 5 | -7
O=C(NNS(=O)(=O)c1ccc(F)cc1)c1ccccc1F | 4 | -1 | 1 | -2 | -10 | 2 | 6 | 0
O=C(NCCN1CCCC1)c1cc(-c2ccncc2)nc2ccc(S(=O)(=O)N3CCOCC3)cc12 | 6 | 9 | -1 | 13 | 6 | 2 | -6 | -3
CC(C)C(C(=O)NCC1CCCO1)N(Cc1cccs1)C(=O)CNS(=O)(=O)c1ccccc1 (stereo not drawn) | -11 | -26 | -6 | 2 | 4 | 6 | -9 | 9
CC(OC(=O)c1ccncc1)C(=O)NC1CCCC1 (stereo not drawn) | 0 | -5 | -1 | 8 | -1 | 0 | 6 | 19
COc1cccc(CN2CCCN(S(=O)(=O)c3ccc(Br)cc3)CC2)c1 | 2 | 4 | -8 | 22 | -11 | 30 | 11 | 22
N#C/C(=C/c1cccc(C(F)(F)F)c1)c1nc(CCN2C(=O)c3ccccc3C2=O)cs1 | 7 | 17 | -7 | -3 | 1 | 29 | -7 | -1
Cc1cc(C)c2c(CN3CCC(C)CC3)cc(=O)oc2c1C | 4 | -15 | -9 | 2 | 6 | 19 | 15 | -22
CC(=O)n1nc(-c2ccccc2)cc1-c1ccccc1 | 3 | -107 | 16 | 3 | -29 | 15 | -7 | -126

Four records picked at random from those above, as already listed:
SMILES | UBC13 polyUb | Jurkat NFkB inh | SENP8 inh | CCR6 antagonist | Gli-Sufu block | Apaf1 inhib | EBI2 block | 697 NFkB inh
CCc1c(C)c2c(C)[nH]nc2oc1=O | 33 | -2 | -4 | -12 | 4 | -6 | -11 | 25
Cc1cc(C)c2c(CN3CCC(C)CC3)cc(=O)oc2c1C | 4 | -15 | -9 | 2 | 6 | 19 | 15 | -22
COc1cccc(CN2CCCN(S(=O)(=O)c3ccc(Br)cc3)CC2)c1 | 2 | 4 | -8 | 22 | -11 | 30 | 11 | 22
COc1ccc(C2CC(c3cccs3)=NN2C(=O)CSc2nc(=O)n3cc(C)ccc3n2)cc1 (stereo not drawn) | -12 | -23 | 0 | 17 | -3 | 21 | 43 | -56

Other results:
SMILES | UBC13 polyUb | Jurkat NFkB inh | SENP8 inh | CCR6 antagonist | Gli-Sufu block | Apaf1 inhib | EBI2 block | 697 NFkB inh
Nn1c(SCC(=O)N2CCc3ccccc3C2)nnc1-c1cccs1 | 11 | 8 | -6 | -15 | -2 | -1 | -26 | 6
O=C1NCCOC(=O)[C@@H](Cc2ccc(F)cc2)CC/C=C/C[C@H]1CC(=O)N(CCO)Cc1ccccc1 | -15 | 4 | -16 | -11 | 0 | 4 | -4 | 2
O=C1C2C3C=CC(C3)C2C(=O)N1c1nc2ccccc2s1 (stereo not drawn) | 7 | -5 | -7 | -17 | -1 | 1 | -15 | -3
Cc1cc(Nc2c(C#N)c(N)nn2C)ccc1F | 2 | 4 | 3 | 12 | -6 | -1 | 1 | 2
O=C(NCC1CCCO1)c1cccc(C(=O)NCC2CCCO2)c1 (stereo not drawn) | 2 | -5 | -8 | 7 | 1 | 7 | 5 | 6
COc1cc(-c2nc3cnccn3c2Nc2ccc(C(C)C)cc2)ccc1O | -2 | -11 | -9 | -11 | 10 | 20 | 2 | -52
Cc1nc2sc(C(c3ccco3)N3CCN(c4ccc(F)cc4)CC3)c(O)n2n1 (stereo not drawn) | 1 | 10 | 4 | -5 | 2 | 1 | -1 | -1
CCOC(=O)C1=CN(Cc2cccc(F)c2)S(=O)(=O)N(C)C1c1ccccc1 (stereo not drawn) | / | / | / | 27 | 7 | 20 | 5 | 1
Cc1cccc2sc(NC(=O)[C@H](C)N3C(=O)C4CC=CCC4C3=O)nc12 (stereo partly drawn) | 12 | -6 | -2 | 7 | 0 | -11 | -1 | 11
COc1cc(OC)cc(C(=O)Nc2ccc3nc4n(c(=O)c3c2)CCCC4)c1 | 6 | -41 | 77* | 0 | -14 | 5 | -2 | 12
CCOC(=O)c1ccccc1NC(=O)c1ccc(Cl)c(S(=O)(=O)N2CCOCC2)c1 | -1 | -3 | -6 | 21 | 5 | 12 | 4 | -8
CCC(=O)N1CCCc2cc(S(=O)(=O)NCc3cccs3)ccc21 | 6 | 10 | -3 | 20 | -7 | 5 | -5 | 15
C/C(CCc1ccc2c(c1)OCO2)=N\NC(=S)NC(C)C | 18 | 5 | -6 | 20 | -3 | 10 | 5 | -7
Cn1c(N)c(S(=O)(=O)N2CCN(c3cccc(Cl)c3)CC2)c(=O)n(C)c1=O | -2 | 2 | 3 | 6 | -4 | 11 | -11 | 0
Cc1ccc(NC(=O)C2CCCN(C(=O)c3ccc(Cl)cc3)C2)c(C)c1 (stereo not drawn) | 2 | -5 | -1 | 12 | -2 | -4 | 22 | 22

Assay outcomes: PubChem BioAssay, Sanford-Burnham Center for Chemical Genomics
